E-sel TNF inh: E-selectin induction blockers in HUVEC – imaging, immunofluorescence, high content, primary screen; HUVEC TNFa-induced E-selectin immunofluorescence; AID 1246, 2008; hit rate 0.71% among 120,000; inhibition, % at 2 µM;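 active means inhibition above the batch mean plus 3 SD, and confirmed as a hit on visual image review, cut at about 43% in these data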;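 further: 0% = TNF-stimulated DMSO wells and 100% = unstimulated control wells; not every result past the cut was called active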
MRP-1 activ: H69AR viability gain despite doxorubicin, primary screen, MRP-1 activator project, H69AR cells, CellTiter-Glo. viability rescue. viability increase, % at 10 µM. hit rate 0.61% among 140,000. AID 799, 2007;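 active means viability gain under doxorubicin at or above a set limit, the compound median plus 3 SD, cut at about 4.7% in these data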;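 further: MRP-1 overexpressing cells given doxorubicin 25 µM after compound pretreatment; 18-22 h compound pretreatment then 72 h with doxorubicin before readout; 0% = doxorubicin-only wells and 100% = vehicle-treated cells without doxorubicin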
HCT116 bCat-KO: primary screen for growth suppressors in beta-catenin knockout HCT116 cells (colon tumor, human) | viability, % at 10 µM | hit rate 1.5% among 140,000 | AID 818, 2007 | HCT116 beta-catenin knockout viability, CellTiter-Glo, 60 h; stronger effect = lower value;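 active means viability at or under a set limit, the compound median less 4 SD, cut at about 6% in these data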;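 further: 0% = Hyamine 1622 control at 20 µM and 100% = untreated cell control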
GALR2 blocker: GALR2 antagonists in receptor-expressing cells, primary screen; Galanin receptor type 2 (Homo sapiens), O43603; antagonist mode; inhibition, % at 4 µM; hit rate 0.39% among 140,000; AID 828, 2007; in the data active means inhibition above about 27%;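 further: cells stimulated with galanin 1-16 at roughly its EC80; 0% = agonist challenge control and 100% = basal control without agonist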
Target sequence (O43603 whole entry, looked up): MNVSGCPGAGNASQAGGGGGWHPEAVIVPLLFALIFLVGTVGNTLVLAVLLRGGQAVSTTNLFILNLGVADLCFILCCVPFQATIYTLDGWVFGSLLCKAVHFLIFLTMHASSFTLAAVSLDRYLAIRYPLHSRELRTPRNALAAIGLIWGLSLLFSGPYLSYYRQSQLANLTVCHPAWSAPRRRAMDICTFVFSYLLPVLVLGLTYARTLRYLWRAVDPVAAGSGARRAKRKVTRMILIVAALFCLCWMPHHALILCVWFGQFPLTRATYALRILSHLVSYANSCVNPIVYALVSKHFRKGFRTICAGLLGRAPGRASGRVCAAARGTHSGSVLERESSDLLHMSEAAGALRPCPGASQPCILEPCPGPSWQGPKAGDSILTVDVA
NPY Y2 blocker: NPY-Y2 receptor antagonists, primary screen, cell-based. Neuropeptide Y receptor type 2 (Homo sapiens), P49146. hit rate 0.99% among 140,000. inhibition, % at 2.7 µM. NPY-Y2 expressing cells, antagonist mode; in the data active means inhibition above about 17%;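 further: 0% = vehicle with agonist challenge and 100% = reference antagonist with challenge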
Target sequence (P49146 whole entry, looked up): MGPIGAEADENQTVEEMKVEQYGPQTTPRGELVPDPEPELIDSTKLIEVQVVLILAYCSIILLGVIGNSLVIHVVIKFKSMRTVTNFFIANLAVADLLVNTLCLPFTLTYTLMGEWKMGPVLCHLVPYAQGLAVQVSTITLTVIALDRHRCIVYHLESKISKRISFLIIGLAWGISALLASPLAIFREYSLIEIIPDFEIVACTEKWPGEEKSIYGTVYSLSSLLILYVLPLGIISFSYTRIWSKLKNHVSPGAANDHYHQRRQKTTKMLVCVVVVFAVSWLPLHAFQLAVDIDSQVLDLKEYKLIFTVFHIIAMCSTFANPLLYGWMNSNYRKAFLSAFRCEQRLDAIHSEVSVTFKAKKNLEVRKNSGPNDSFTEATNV
Yeast growth inh: growth inhibitors of yeast BB579 in restrictive medium, primary screen, yeast lifespan-shortening project, S. cerevisiae; inhibition, % at 10 µM; OD615, 48 h; hit rate 0.51% among 140,000;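 active means inhibition above a set limit, 3 SD over the mean compound inhibition, cut at about 44% in these data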; further: inactives centre near -24
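Test system: DeaD yeast strain BB579 / Buffer or medium: restrictive glucose-based CSMM-D medium / Doses: single 10 µM dose / Schedule: 4 h cell preincubation, 48 h compound exposure, 30 °C humidified / Technique: culture absorbance at 615 nm / Controls: amphotericin B positive control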
Yeast life ext: compounds extending yeast replicative lifespan, primary screen, S. cerevisiae, OD615 | S. cerevisiae growth with nicotinamide; deaD strain in restrictive glucose medium | inhibition of the nicotinamide effect, % at 10 µM | hit rate 0.68% among 130,000;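 active means inhibition above a set limit, placed 3 SD over the median of all compounds, cut at about 26% in these data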;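 further: 0% = nicotinamide-treated wells and 100% = cells grown without nicotinamide; some compounds called inactive have numbers as strong as hits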
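Assay system: engineered S. cerevisiae DeaD replicative-lifespan strain, galactose-grown log-phase cells; Buffer or medium: CSMM-D glucose medium, restrictive; Probe or stimulus: nicotinamide 1.5 mM; Compound: single dose 10 µM compound, 0.25% DMSO; Schedule: 4 h preincubation then 48 h treatment at 30 °C; Technique: OD615 measurement.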
Phagocytosis inh: inhibitors of macrophage phagocytosis, primary screen, imaging, J774A.1 cells, IgG beads; J774A.1 macrophage IgG-bead phagocytosis; inhibition, % at 5 µM; hit rate 0.07% among 110,000; AID 1029, 2008;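 active means inhibition above the mean of the plate negative controls plus 5 SD, cut at about 13% in these data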;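 further: phagocytic index as fraction of beads internalized from green versus red external bead signal; plate controls were DMSO negative control for no effect and cytochalasin-D positive control for full effect; some results beyond the cut were filed as inactive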
Measles CPE: compounds protecting cells from measles virus cytopathic effect, primary screen, measles RdRp inhibitor project, single point, MLSMR library, absorbance | Measles virus-infected cells, CPE protection | protection (pct of control), % at 4 µM | hit rate 1.5% among 140,000; in the data active means protection mostly above about 24%, no sharp cut-off; inactive means mostly below about 26%; further: some compounds called inactive have numbers as strong as hits
HCT116 PTEN-null: growth suppression of PTEN-null HCT116, primary screen, cell-based, CellTiter-Glo; AID 827, 2007; hit rate 1.2% among 140,000; HCT116 PTEN-null viability, 60 h; stronger effect = lower value; viability, % at 10 µM;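 active means viability at or below a set limit, 4 SD under the median of all tested compounds, cut at about 3.7% in these data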;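 further: PTEN knockout HCT116 line with beta catenin targeted HCT116 as companion control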
* marks the source's active call; other numbers are inactive results; x = no result given.

SMILES	E-sel TNF inh	MRP-1 activ	HCT116 bCat-KO	GALR2 blocker	NPY Y2 blocker	Yeast growth inh	Yeast life ext	Phagocytosis inh	Measles CPE	HCT116 PTEN-null
Cc1ccc(-n2c(=O)c3c4c(sc3n(Cc3cc(=O)n5ccccc5n3)c2=O)CCC4)cc1C	90*	-1.1	76	10	3	-37	-2	-5	16	70
Cc1ccccc1S(=O)(=O)Nc1nc2ccccc2nc1N1CCc2ccccc2C1	x	-3.2	72	-1	11	-42	15	-4	36	62
O=C(Nc1ccccc1)c1ccc(S(=O)(=O)N2CCCCC2)cc1	x	-2.5	87	4	-1	-34	-5	x	12	96
CCSc1n[nH]c2nc3c(c(=O)n12)C1(CCCC1)Cc1ccccc1-3	-43	-2.3	95	-6	1	-28	-14	x	9	87
O=C(c1cccc(F)c1)n1nnc2ccccc21	-13	-0.7	92	0	3	-11	-2	-2	5	95
NC(=O)c1ccc([N+](=O)[O-])cc1SCc1ccccc1	-5	-3.1	84	-7	3	-33	-19	-4	3	83
CCCn1c(=O)c2ccccc2n2c(SCC(=O)NCc3cccs3)nnc12	-7	-1.4	78	1	16	-50	-6	0	4	86
Cc1cc2c(cc1C)-c1nnc(-c3ccc4ccccc4n3)n1C(C)(C)C2	-5	-3.0	103	-2	-1	-28	-20	x	33	91
Clc1ccc(-c2onc3c2CCCC3)cc1	x	0.9	100	-7	5	-62	-15	1	8	101
CCOC(=O)N1CCN(Cc2oc(CO)cc(=O)c2O)CC1	0	-0.3	86	-1	0	-50	1	1	16	100

A few values from above:
NC(=O)c1ccc([N+](=O)[O-])cc1SCc1ccccc1 in HCT116 PTEN-null is listed with 83
Cc1cc2c(cc1C)-c1nnc(-c3ccc4ccccc4n3)n1C(C)(C)C2 in GALR2 blocker is listed with -2

The list goes on:
SMILES	E-sel TNF inh	MRP-1 activ	HCT116 bCat-KO	GALR2 blocker	NPY Y2 blocker	Yeast growth inh	Yeast life ext	Phagocytosis inh	Measles CPE	HCT116 PTEN-null
Cc1c(C(=O)O)oc2ccc(S(=O)(=O)N(CC(C)C)CC(C)C)cc12	-19	-0.1	102	-1	2	12	3	0	20	101
CNC(=O)CC(C(=O)O)c1ccc(OCC(C)C)cc1 (configuration not stated)	2	-0.3	110	1	3	-9	-1	4	12	94
CCN(CC)c1ccc(C(=O)OCC(=O)NC2CCCCC2C)cc1 (configuration not stated)	16	0.4	93	-7	1	-37	-7	0	32	85
CCOC(=O)c1sc(NC(=O)/C=C/c2cnn(CC)c2C)c(C(=O)OCC)c1C	-63	-3.0	86	6	2	-18	0	2	4	76
COc1ccc(-c2cc(C#N)nc(Oc3ccc(Cl)cc3)n2)cc1	x	-0.3	56	-23	5	-35	-3	13	10	66
COc1ccc(C2C(C(=O)Nc3ccc4c(c3)OCCO4)c3ccccc3C(=O)N2C)cc1 (configuration not stated)	14	-2.2	89	-11	3	-11	-7	x	6	94
O=C1OC(Cc2ccccn2)C(=O)C1=C1SCCS1 (configuration not stated)	x	-0.9	92	4	0	-15	1	-3	23	101
CCc1nnc(NC(=O)C(NS(=O)(=O)c2ccc3c(c2)OCCO3)C(C)C)s1 (configuration not stated)	8	0.8	92	-7	0	-6	-9	-1	12	91
Cc1ccc(O)c(-c2cc(-c3ccccc3C)[nH]n2)c1	12	-5.8	14	6	-1	99*	-14	1	4	20
CCOC(=O)N/N=C/c1cccc(Cl)c1Cl	-1	-3.2	100	-6	5	-27	-9	-3	13	99
COc1ccc(N2C(=O)C3C4C=CC(CC4)C3C2=O)c([N+](=O)[O-])c1 (configuration not stated)	-46	-3.8	89	-5	6	-23	-8	0	3	83
CCOC(=O)c1sc2ncn(/N=C/N(C)C)c(=O)c2c1C	22	0.1	105	-11	0	-15	-3	-1	19	93
CC1CCCCN1S(=O)(=O)c1ccc(NC(=O)c2ccco2)cc1 (configuration not stated)	4	-1.5	92	-13	3	-43	-5	-1	3	94
Cc1ccc(N(CC(N)=O)C2SC(=O)N(Cc3ccccc3)C2=O)cc1 (configuration not stated)	x	-2.0	86	4	0	-23	-5	-1	6	81
O=C(Cn1cnc2c(cnn2-c2ccc(F)cc2)c1=O)N1CCN(c2ccccc2F)CC1	x	-0.7	87	5	1	-74	-8	-1	20	88
O=C(c1ccc2c(c1)OCO2)N1CCN=C1SCc1cccnc1	16	0.2	99	-5	-1	21	-9	0	5	115
CC1CCN(S(=O)(=O)c2cccc(C(=O)O)c2)CC1	x	-0.4	93	-5	2	2	-5	-2	13	90
NC(=O)CC[C@@H]1NC(=O)C(Cc2ccc(O)cc2)NC(=O)c2cc([N+](=O)[O-])cc(F)c2NCCC[C@@H](C(N)=O)NC1=O (some centres not stated)	1	-0.8	97	-4	1	-27	-3	x	12	95
COC(=O)NCC12CC3CC(C1)CC(CNC(=O)OC)(C3)C2	1	-1.0	89	14	3	-38	37*	0	14	102
O=[N+]([O-])c1ccc(/C=N/n2c(CO)nc3ccccc32)s1	x	-5.2	12	-13	3	-39	-2	-10	3	7
CCOc1ccccc1C=Nc1ccccc1C(=O)Nc1ccccc1	x	2.3	95	10	2	-33	6	-5	14	93
C/C(=N\NC(=O)c1c(Cl)c(C)nn1C)c1ccc(NC(=O)c2ccncc2)cc1	9	-2.4	95	0	1	-13	-1	-3	15	91
CCOc1ccc2nc(NC(NC(C)=O)(C(=O)OC)C(F)(F)F)sc2c1 (configuration not stated)	-47	-0.4	99	10	1	-69	27	-1	9	99
CN(C)S(=O)(=O)c1cccc(C(=O)NCc2cccs2)c1	-7	-0.7	99	-2	2	-10	-4	x	4	98
Cc1ccccc1NS(=O)(=O)c1cc(C(=O)Nc2cccc(N(C)S(C)(=O)=O)c2)ccc1C	-41	-0.9	78	4	-2	-26	-12	-3	6	76
CC(C)(C)SCCNC(=O)/C=C/c1ccc(F)cc1	x	-1.4	89	-6	1	2	-6	-4	21	100
CC1CN(C(=O)c2cn3ccccc3n2)CC(C)O1 (configuration not stated)	-40	-2.3	94	9	3	4	-8	1	8	112
CC(C)(C)n1[nH]c2c3c(ccc2c1=O)C(=O)c1ccccc1C3=O	8	-5.6	7	0	-1	20	-7	-3	13	8
CCCCNC(=O)CSc1nc2ccccc2c(=O)n1Cc1ccc2c(c1)OCO2	-17	-2.1	67	8	0	-26	-1	x	28	77
O=C(CN1CCOCC1)NCC12CC3CC(CC(C3)C1)C2	7	-1.4	86	9	0	-10	1	-2	31	103
CCn1nc(C(=O)OC2CCOC2=O)c2ccccc2c1=O (configuration not stated)	x	-0.4	95	-9	1	-29	-4	1	6	99
CCCCC(=O)Nc1sc2c(c1C#N)CC(C)(C)OC2	2	-0.5	92	1	4	-43	6	-2	7	93
C=CCn1c(=N)n(CC(O)COc2ccccc2OC)c2ccccc21 (configuration not stated)	-14	-3.5	60	-1	12	29	-4	0	19	75
CC(Sc1nc(-c2ccccc2)cc(C(F)(F)F)n1)C(=O)NCc1ccco1 (configuration not stated)	-1	-1.3	83	2	4	-75	4	x	27	81
Cc1ccc(NC(=O)CSc2nc3ccccc3c(=O)n2CCCN2CCCCC2)cc1C	-11	-6.9	1.9*	13	34*	-30	-25	-1	5	2.1*
COc1ccc(OC)c(S(=O)(=O)Nc2ccc(F)cc2)c1	8	-1.9	106	3	3	-1	-10	-3	5	98
CC(C)Oc1ccc(C(=O)NCc2ccco2)cc1	2	-2.4	100	2	2	2	-8	0	2	94
O=S(=O)(Nc1ncccn1)c1ccc(Nc2ncnc3ccccc23)cc1	0	-1.1	101	-3	-3	-53	5	-1	11	105
CCOC(=O)N1CCN(c2c(NCCOC)c(=O)c2=O)CC1	x	-0.1	91	9	1	-16	3	1	11	101
Cc1nc2cncc(Br)c2n1C	-15	-1.0	120	-2	1	-23	-16	-2	4	104
Cc1ccc(N2C(=O)Nc3ccc(Br)cc3C2(O)C(=O)NCCCN(C)C)cc1C (configuration not stated)	-16	0.1	88	9	2	-46	-1	-1	50*	101
COc1ccc(CNC(=O)COC(=O)CCC2CCCCC2)cc1	x	-0.4	99	0	0	-4	-6	-1	25	106
Cc1ccc(NC(=S)N2CCN(C)CC2)c(C)c1	x	-2.4	92	-10	3	-21	2	-5	13	83
CCOC(=O)C1=NNC2C(=O)N(C3CCCCC3)C(=O)C12 (configuration not stated)	-3	-0.9	94	7	1	-20	2	-1	10	99
Cc1cccc(-n2cc(-c3ccc([N+](=O)[O-])cc3)[nH]c2=S)c1	x	1.5	89	12	-3	-22	-3	-8	10	89
CCOC(=O)Cn1cncc1-c1ccc([N+](=O)[O-])cc1	-6	-0.4	94	0	2	9	-6	0	0	99
Cc1c(Cl)cccc1N1C(=O)c2ccccc2C1=O	-14	-3.3	103	11	2	0	-3	-1	5	103
O=C(NC1CCCCCCC1)C1CCN(S(=O)(=O)N2CCCC2)CC1	-4	0.0	94	13	2	-42	-9	-2	7	92
CCOC(=O)c1ccc(NC(=O)C2(c3ccc(Cl)cc3)CCCC2)cc1	0	0.1	87	0	5	-7	0	x	24	94
CC(=O)Nc1cc(C(=O)N2CCc3ccccc3C2)ccc1Sc1ccc(F)cc1	-1	-2.1	95	-14	11	-25	-1	x	5	94
Other results
SMILES	E-sel TNF inh	MRP-1 activ	HCT116 bCat-KO	GALR2 blocker	NPY Y2 blocker	Yeast growth inh	Yeast life ext	Phagocytosis inh	Measles CPE	HCT116 PTEN-null
Brc1cc2c(cc1/C=N/Nc1nc(N3CCOCC3)nc(N3CCOCC3)n1)OCO2	x	-0.7	97	6	-1	-21	-3	x	23	95
Cn1c(=O)c2[nH]c(NCCCN3CCOCC3)nc2n(C)c1=O	-11	1.1	98	22	1	-34	-8	1	5	97
O=C1N/C(=N\N=C\c2cccs2)SC1Cc1ccc(Cl)cc1Cl (configuration not stated)	-4	-4.5	37	-14	2	-25	1	-8	2	40
Cc1cc(NC(=O)CSc2c(C)[nH]c3ccccc23)no1	-23	-1.3	82	16	2	10	-10	-1	2	86
COc1ccccc1CNC(=O)C(=O)NCC1CCCO1 (configuration not stated)	16	-0.3	100	16	4	-17	x	x	3	84
CCSc1cc(N2CCOCC2)nc(-c2ccccc2)n1	x	-1.0	82	-19	-1	-43	-2	-4	8	84
COc1ccc(C(=O)Nc2cc(OCc3ccccc3)c(Cl)cc2Cl)cc1	7	1.2	90	6	5	-25	-1	x	11	92
CCCCN(C(=O)NC(=O)Nc1ccc(C)cn1)S(C)(=O)=O	-7	-0.3	92	0	-1	2	-2	-6	18	99
CCOC(=O)c1sc(NC(=O)CSc2nnnn2-c2ccc(C)cc2)c(C(=O)OCC)c1C	-6	-3.0	41	6	3	-14	-31	0	0	53

Screening results (PubChem)
